From PubChem
APP 5'UTR act: activators of APP 5'UTR luciferase reporter, primary screen, SH-SY5Y cells | SH-SY5Y APP 5'UTR luciferase reporter, luminescence; zero percent = DMSO vehicle wells | activation, % at 2 µM | 190,000 compounds, 1% hits | AID 1276, 2008;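 active = activation above a set limit, based on mean plus 3 SD of controls, cut at about 140% in these data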; note: values of inactives mirror those of a sister screen read the other way
STAT3 activator: IL-6 driven STAT3 reporter potentiators, primary screen, U3A cells, luciferase, luminescence, MLSCN library; IL-6 STAT3-luciferase reporter; 100% = signal with IL-6 EC80 alone; activation (% of control), % at 5.6 µM; 190,000 compounds, 0.91% hits; AID 871, 2007;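 active = activation above the screen-wide mean of compound activation plus 3 SD, cut at about 130% in these data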;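 note: 0% = background luminescence of wells with medium and substrate only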
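Detection: reporter luminescence signal / Assay system: STAT1-lacking human U3A cells, STAT3 luciferase reporter / Incubation: compound pre-incubation 1 h before IL-6, then 6 h stimulation at 37 °C / Control set: IL-6-only high control / Read-out: % activation relative to IL-6 control / Probe or stimulus: Interleukin-6, 33 ng/mL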
STAT3 inh: IL-6 driven STAT3 reporter inhibitors, primary screen, U3A cells, luciferase, luminescence, MLSCN library | IL-6 STAT3-luciferase reporter; host cell line lacks STAT1 | inhibition, % at 5.5 µM | 190,000 compounds, 0.89% hits | AID 862, 2007;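 active = inhibition above the mean inhibition across all screened compounds plus 3 SD, cut at about 44% in these data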;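 note: 0% = DMSO only wells and 100% = 100 µM nifuroxazide control wells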
NF-kB expr up: activators of NF-kB expression in neurons, primary screen, cell-based, HTS | fold change at 12.5 µM | human neuronal cells, NF-kB reporter expression; stronger effect = higher value | 190,000 compounds, 1.6% hits; in the data active = fold change above about 3.3
STAT1 blocker: STAT1 signaling inhibitors, primary screen, cell-based, HTS, luciferase reporter. NIH 3T3 STAT1-luciferase reporter, IFN-gamma, luminescence. inhibition, % at 5.5 µM. 200,000 compounds, 0.35% hits. AID 920, 2007;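 active = inhibition above a set limit, the mean inhibition across all tested compounds plus 3 SD, cut at about 34% in these data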;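 note: 0% = IFN-gamma with DMSO and 100% = IFN-gamma with 300 µM nifuroxazide; values of inactives mirror those of a sister screen read the other way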
FLuc inh counter: firefly luciferase enzyme inhibitors, primary screen, artefact control for luciferase-based inhibitor screens, biochemical, luminescence, ATPLite; 10 min; inhibition, % at 10 µM; 200,000 compounds, 1.5% hits; AID 1006, 2008;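 active = inhibition above about 50% when tested at 10 µM, limit read from the data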
Target sequence (P08659 whole entry, looked up): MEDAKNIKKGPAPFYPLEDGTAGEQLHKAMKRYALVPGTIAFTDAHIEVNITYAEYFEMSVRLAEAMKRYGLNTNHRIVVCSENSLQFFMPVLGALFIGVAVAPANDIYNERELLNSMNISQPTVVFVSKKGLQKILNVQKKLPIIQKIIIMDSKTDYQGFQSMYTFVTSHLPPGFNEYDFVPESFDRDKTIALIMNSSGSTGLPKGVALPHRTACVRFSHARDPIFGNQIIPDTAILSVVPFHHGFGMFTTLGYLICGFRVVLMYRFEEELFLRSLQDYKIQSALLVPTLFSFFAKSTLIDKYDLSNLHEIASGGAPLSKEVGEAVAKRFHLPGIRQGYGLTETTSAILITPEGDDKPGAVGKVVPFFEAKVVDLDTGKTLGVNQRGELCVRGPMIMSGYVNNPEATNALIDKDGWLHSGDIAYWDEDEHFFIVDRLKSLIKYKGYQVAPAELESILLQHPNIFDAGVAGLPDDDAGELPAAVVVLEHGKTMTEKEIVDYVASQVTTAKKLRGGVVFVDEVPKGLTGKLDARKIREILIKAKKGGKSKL
ROMK mod: ROMK potassium channel modulators, primary screen, cell-based, thallium flux, MLSMR library | AID 1918, 2009 | 130,000 compounds, 2% hits | ATP-sensitive inward rectifier potassium channel 1 (Homo sapiens), P48048 | B-score at 10 µM | Tet-inducible ROMK, thallium flux fluorescence; actives lie on both sides;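 active = signal ratio slope over the read window, or its plate-corrected B-score, at least 3 SD from the plate mean, either direction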;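 note: B-score of the F/F0 ratio slope over 7 to 12 s after thallium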
Target sequence (P48048 whole entry, looked up): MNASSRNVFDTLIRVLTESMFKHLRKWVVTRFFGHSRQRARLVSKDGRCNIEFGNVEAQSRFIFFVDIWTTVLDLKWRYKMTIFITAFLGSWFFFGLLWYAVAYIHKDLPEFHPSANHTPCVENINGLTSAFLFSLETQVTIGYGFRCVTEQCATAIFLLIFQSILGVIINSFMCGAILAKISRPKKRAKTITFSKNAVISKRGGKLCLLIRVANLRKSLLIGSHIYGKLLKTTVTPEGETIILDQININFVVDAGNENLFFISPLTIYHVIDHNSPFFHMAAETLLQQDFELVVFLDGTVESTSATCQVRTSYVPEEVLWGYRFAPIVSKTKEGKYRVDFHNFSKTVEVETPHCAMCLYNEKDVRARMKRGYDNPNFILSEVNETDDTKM
APP transl inh: inhibitors of APP translation via 5'UTR reporter, primary screen, APP 5'UTR luciferase, SH-SY5Y cells | inhibition, % at 2 µM | 190,000 compounds, 0.82% hits | SH-SY5Y APP 5'UTR-luciferase reporter, luminescence;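 active = inhibition above a set limit, derived from the sample mean plus 3 SD, cut at about 45% in these data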; note: values of inactives mirror those of a sister screen read the other way
FLuc act counter: FLuc activators, initial screening, artefact control for FLuc-dependent activation tests, biochemical, ATPlite luminescence; Luciferin 4-monooxygenase (Photinus pyralis), P08659; ATPlite luciferase biochemical, 10 min; 0 = ATP-free wells, 1 = DMSO control; activation factor at 10 µM; 200,000 tested, under 10 active; AID 1027, 2008;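 active = luciferase activation factor, scaled between plate controls, of at least 2 with compound at 10 µM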
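Assay system: Luciferase/luciferin reagent mix; Medium: PBS as buffer for the ATP substrate; Dosing: test compounds dosed from 2 mM stocks in 100% DMSO; Times: 10 min, room temperature; Signal: luminescence from luciferase reaction; Read-out: luciferase activation; Controls: No-ATP low control, compound-free enzyme-plus-ATP high control.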
STAT1 act: STAT1 signaling activators, primary screen, cell-based, HTS, luciferase reporter; NIH 3T3 STAT1-luciferase reporter, IFN-gamma, luminescence; 100% = IFN-gamma alone, no compound; 200,000 compounds, 2.6% hits; activation (% of control), % at 5.5 µM;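 active = activation above the screen-wide mean activation plus 3 SD, cut at about 130% in these data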;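 note: raw ratio to IFN-gamma control signal so 100% means no change and 0% no light; values of inactives mirror those of a sister screen read the other way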
* hit, by the source's call; · = no result given. The order is random; about 7.1% have a hit in one of these screens.

A first look, six compounds:
[1] Cc1noc(/C=C/N(C)C)c1S(=O)(=O)N1CCCC(C(=O)NCc2ccccc2Cl)C1 (configuration not stated)
[2] COc1ccc(S(=O)(=O)c2nnn(-c3ccccc3Cl)c2N)cc1
[3] Cn1nc(C(F)(F)F)c(C#N)c1N1CCN(c2ccccn2)CC1
[4] CCOC(=O)c1c2n(c3ccc(OC(C)=O)cc13)CCC2
[5] CC(C)C(=O)Nc1ccc(-c2nc3ccccc3c(=O)o2)cc1
[6] CCC(=O)Nc1cccc(C(=O)OCC(=O)c2ccccc2Cl)c1

assay / entry	1	2	3	4	5	6
APP 5'UTR act	-10	-7	22	-3	6	10
STAT3 activator	104	109	79	88	86	118
STAT3 inh	-2	3	29	22	21	-15
NF-kB expr up	0.96	1.1	0.95	1.1	0.77	2.2
STAT1 blocker	-9	9	-1	-3	38*	-32
FLuc inh counter	-3	-7	4	-3	90*	31
ROMK mod	-0.11	1.5	-0.058	·	0.68	0.9
APP transl inh	10	7	-22	3	-6	-10
FLuc act counter	1	1.1	1	1	0.1	0.7
STAT1 act	108	91	98	103	64	130*

All compounds of this part, repeating the preview:
[1] Cc1noc(/C=C/N(C)C)c1S(=O)(=O)N1CCCC(C(=O)NCc2ccccc2Cl)C1 (configuration not stated)
[2] COc1ccc(S(=O)(=O)c2nnn(-c3ccccc3Cl)c2N)cc1
[3] Cn1nc(C(F)(F)F)c(C#N)c1N1CCN(c2ccccn2)CC1
[4] CCOC(=O)c1c2n(c3ccc(OC(C)=O)cc13)CCC2
[5] CC(C)C(=O)Nc1ccc(-c2nc3ccccc3c(=O)o2)cc1
[6] CCC(=O)Nc1cccc(C(=O)OCC(=O)c2ccccc2Cl)c1
[7] NNC(=O)C1CC1c1ccc(Cl)cc1 (configuration not stated)
[8] CCC(C)C(NC(C)=O)C(=O)NC(=O)NC(c1ccccc1)c1ccccc1 (configuration not stated)

assay / entry	1	2	3	4	5	6	7	8
APP 5'UTR act	-10	-7	22	-3	6	10	-3	11
STAT3 activator	104	109	79	88	86	118	107	106
STAT3 inh	-2	3	29	22	21	-15	-7	-3
NF-kB expr up	0.96	1.1	0.95	1.1	0.77	2.2	1.1	1
STAT1 blocker	-9	9	-1	-3	38*	-32	-2	0
FLuc inh counter	-3	-7	4	-3	90*	31	-6	-3
ROMK mod	-0.11	1.5	-0.058	·	0.68	0.9	0.78	-1.6
APP transl inh	10	7	-22	3	-6	-10	3	-11
FLuc act counter	1	1.1	1	1	0.1	0.7	1.1	1
STAT1 act	108	91	98	103	64	130*	102	100

[9] CSc1cccc(NC(=O)c2ccco2)c1
[10] CCOC(=O)c1[nH]c2c(c1C)C(=O)CC(c1ccco1)C2 (configuration not stated)
[11] CCOC(=O)N1CCC(NC(=O)Cn2c3ccccc3c3cn[nH]c(=O)c32)CC1
[12] COc1ccc(S(=O)(=O)N(CC(C)C)CC(C)C)c2cccnc12
[13] CC(C)COC(=O)CCNc1n[nH]c(=O)[nH]c1=O
[14] COc1ccc(/C(CC2OC(=O)c3ccccc32)=N\NC(N)=O)cc1 (configuration not stated)
[15] N#Cc1cc([N+](=O)[O-])c(-n2nnc3ccccc32)c([N+](=O)[O-])c1
[16] CCNc1nc(Oc2ccc(C(=O)OCC)cc2)nc(N2CCOCC2)n1

assay / entry	9	10	11	12	13	14	15	16
APP 5'UTR act	21	-96	15	-8	15	0	-4	-13
STAT3 activator	96	118	94	96	105	108	99	97
STAT3 inh	11	-22	11	13	-2	-5	7	9
NF-kB expr up	1.5	6.4*	1.1	0.9	0.99	0.91	1.1	1.1
STAT1 blocker	-10	-1	1	17	-3	5	16	-11
FLuc inh counter	7	-3	-4	-5	-9	-5	1	2
ROMK mod	·	·	·	·	1.7	-0.36	·	0.16
APP transl inh	-21	96*	-15	8	-15	0	4	13
FLuc act counter	0.9	1	1	1	1.1	1.1	1	1
STAT1 act	109	102	101	85	103	93	85	112

[17] CCC(=O)Nc1cc(-c2nn(C)c(=O)c3ccccc23)ccc1N1CCOCC1
[18] C=CCN1C(=O)C(CC(=O)Nc2ccc(OCCC)cc2)N(CCCN2CCN(Cc3ccccc3)CC2)C1=S (configuration not stated)
[19] O=C(CN1CCC(Cc2ccccc2)CC1)NC(=O)NC1CCCCC1
[20] Cc1onc(-c2ccccc2Cl)c1C(=O)N1CCCc2ccccc21
[21] Nc1nc(CN2CCN(Cc3ccc4c(c3)OCO4)CC2)nc(Nc2ccccc2)n1
[22] O=C(COc1ccc([N+](=O)[O-])cc1)N(Cc1ccccc1)Cc1ccccc1
[23] COc1ccc(-c2cc(NCCc3ccncc3)n3ncnc3n2)cc1
[24] COc1c2ccoc2nc2c(OC)c(OCC(OC(C)=O)C(C)(C)O)ccc12 (configuration not stated)

assay / entry	17	18	19	20	21	22	23	24
APP 5'UTR act	7	3	16	14	-2	-1	-12	9
STAT3 activator	98	103	103	100	96	111	95	·
STAT3 inh	4	-2	-3	4	9	-16	12	·
NF-kB expr up	1.3	0.94	0.94	0.82	1.1	0.73	0.54	1.1
STAT1 blocker	-2	0	-4	2	-2	4	5	0
FLuc inh counter	-8	-6	-6	-4	-2	-4	0	-9
ROMK mod	0.57	-0.79	1.6	·	·	-1.2	·	·
APP transl inh	-7	-3	-16	-14	2	1	12	-9
FLuc act counter	1.1	1.1	1.1	1	1	1	1	1.1
STAT1 act	104	99	104	98	102	96	97	99

[25] CC1CC(C)CN(S(=O)(=O)N2CCC(C(=O)NCCC3=CCCCC3)CC2)C1 (configuration not stated)
[26] Cc1nn(C(C)C(=O)N2CCc3ccccc3C2)c(=O)c2cc3occc3n12 (configuration not stated)
[27] C=CCn1c(SCC(=O)NCc2ccc3c(c2)OCO3)nnc1C1COc2ccccc2O1 (configuration not stated)
[28] Cc1ccc(C(=O)CC(SCC(=O)O)c2ccc([N+](=O)[O-])cc2)cc1 (configuration not stated)
[29] Cc1cc(Cl)ccc1OCC(=O)N1CCCN(C(=O)COc2ccc(Cl)cc2C)CC1
[30] Cc1ccc(NS(=O)(=O)Cc2ccccc2)nc1
[31] COc1ccc(C(=O)CN2C(=O)COc3ccccc32)cc1
[32] Cc1ccc(Cn2ccc(NC(=O)c3cc4nc5c(c(C(F)(F)F)n4n3)CCc3ccccc3-5)n2)cc1

assay / entry	25	26	27	28	29	30	31	32
APP 5'UTR act	8	-18	-6	-1	-8	10	-4	-2
STAT3 activator	100	98	105	102	107	97	89	96
STAT3 inh	2	9	1	-2	-11	7	17	6
NF-kB expr up	1.1	1.1	1	1.3	0.91	1.3	1.1	1.1
STAT1 blocker	2	5	5	3	5	-20	1	-1
FLuc inh counter	-1	-14	-3	6	-7	-5	1	-6
ROMK mod	0.33	·	-0.032	0.13	-1.3	·	0.013	·
APP transl inh	-8	18	6	1	8	-10	4	2
FLuc act counter	1	1.1	1	0.9	1.1	1.1	1	1.1
STAT1 act	96	96	95	98	97	116	98	101

[33] CC(C)C(=O)Nc1ccc(Nc2ccccc2)cc1
[34] COc1ccc(-c2c3c(=O)n(C)c(=O)n(C)c3cn2Cc2ccccn2)cc1
[35] Nc1nc(SCC(=O)NCc2ccccc2)n[nH]1
[36] O=C(Nc1cccn2ncnc12)c1cccc(C(F)(F)F)c1
[37] CCCCNC(=S)NNC(=O)c1csc(C)c1CC
[38] c1ccc(-c2nnc(CN3CCN(C(c4ccccc4)c4ccccc4)CC3)o2)cc1
[39] O=C(/C=C/c1ccccc1[N+](=O)[O-])NCC1CCCO1 (configuration not stated)
[40] CC(C)(C)c1cnnn1-c1ccc(NC(=O)c2ccc(Br)o2)cc1

assay / entry	33	34	35	36	37	38	39	40
APP 5'UTR act	19	-13	-1	-8	0	10	10	-4
STAT3 activator	93	106	104	82	99	106	97	93
STAT3 inh	16	-4	4	28	-1	-4	0	11
NF-kB expr up	1.8	1.4	0.97	1.3	1.2	0.99	1.4	0.81
STAT1 blocker	-12	0	1	-18	0	-8	-5	-4
FLuc inh counter	7	-9	-6	-2	-1	-4	-1	-8
ROMK mod	·	0.71	·	0.65	-0.29	1.1	0.38	·
APP transl inh	-20	13	2	8	0	-10	-10	4
FLuc act counter	0.9	1.1	1.1	1	1	1	1	1.1
STAT1 act	111	100	99	117	100	107	105	104

Given with values under each structure: part of the list above.
Value order: APP 5'UTR act, STAT3 activator, STAT3 inh, NF-kB expr up, STAT1 blocker, FLuc inh counter, ROMK mod, APP transl inh, FLuc act counter, STAT1 act
34. COc1ccc(-c2c3c(=O)n(C)c(=O)n(C)c3cn2Cc2ccccn2)cc1
  -13, 106, -4, 1.4, 0, -9, 0.71, 13, 1.1, 100
38. c1ccc(-c2nnc(CN3CCN(C(c4ccccc4)c4ccccc4)CC3)o2)cc1
  10, 106, -4, 0.99, -8, -4, 1.1, -10, 1, 107
33. CC(C)C(=O)Nc1ccc(Nc2ccccc2)cc1
  19, 93, 16, 1.8, -12, 7, ·, -20, 0.9, 111

(list continues)
[41] O=C(O)CC12C[C@H]3C[C@@H](C1)CC(n1ncc(N4CCN(c5ccccc5)CC4)c(Cl)c1=O)(C3)C2
[42] COc1ccc(Nc2nc(C(C)(C)C)nc3c2nnn3Cc2ccccc2Cl)cc1OC
[43] COc1cc(C(=O)N2CCN(c3cc(Cl)ccc3Cl)CC2)cc(OC)c1OC
[44] O=S(=O)(/N=C/c1ccccc1O)c1cccs1

assay / entry	41	42	43	44
APP 5'UTR act	-2	-9	2	4
STAT3 activator	75	95	109	103
STAT3 inh	31	8	-6	2
NF-kB expr up	1.2	·	2.8	1.1
STAT1 blocker	14	5	-6	-3
FLuc inh counter	6	·	-6	-3
ROMK mod	·	·	·	·
APP transl inh	2	9	-2	-4
FLuc act counter	0.9	·	1.1	1
STAT1 act	88	95	106	102
